Granule exo inh: lytic granule exocytosis inhibition | TALL-104 LAMP-1 surface exposure, flow cytometry; cells stimulated with thapsigargin and PMA | inhibition, % at 10 µM | 360,000 compounds, 0.66% hits | AID 651702;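 active means inhibition above about 55%, limit read from the data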
Glyco luc inh: blocks N-linked glycosylation in D54 reporter cells | D54 ERlucT glycosylation luciferase reporter, 24 h; percent of 100 nM tunicamycin response | reporter increase, % at 12.5 µM | 360,000 compounds, 0.23% hits | AID 588692;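 active means mean luciferase reporter signal, scaled so untreated is 0 and the glycosylation-blocking control 100, at or above a set limit in every replicate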;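 further: luciferase carries N-glycosylation sites so blocking glycosylation raises the light; 0% = median of neutral control wells and 100% = median of 100 nM tunicamycin wells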
m5-HT2A agonist: mouse HTR2A agonism via beta-arrestin recruitment; P35363; CHO-K1 mHTR2A beta-arrestin complementation, luminescence; percent of 30 µM serotonin response; activation, % at 7.6 µM; 360,000 compounds, 0.66% hits;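 active means activation above a run cutoff, the mean activation of all tested compounds plus 3 SD, cut at about 14% in these data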;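 further: 0% = plate median of compound wells and 100% = 30 µM serotonin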
Target sequence (P35363 whole entry, looked up): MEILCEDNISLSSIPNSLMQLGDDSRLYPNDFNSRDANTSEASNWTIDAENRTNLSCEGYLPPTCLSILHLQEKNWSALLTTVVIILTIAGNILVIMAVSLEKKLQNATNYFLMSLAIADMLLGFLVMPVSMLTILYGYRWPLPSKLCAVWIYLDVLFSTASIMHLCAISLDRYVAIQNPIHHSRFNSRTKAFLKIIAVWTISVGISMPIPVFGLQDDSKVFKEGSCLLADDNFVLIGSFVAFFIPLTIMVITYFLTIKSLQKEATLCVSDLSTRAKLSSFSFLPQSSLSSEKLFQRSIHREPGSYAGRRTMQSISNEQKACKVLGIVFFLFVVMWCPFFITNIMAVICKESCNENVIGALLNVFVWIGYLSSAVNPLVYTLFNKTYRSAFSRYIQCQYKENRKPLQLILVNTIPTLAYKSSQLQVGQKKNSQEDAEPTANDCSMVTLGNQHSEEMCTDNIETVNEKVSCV
Cardio protect: myocardial damage modulation in H9c2 cells. 360,000 compounds, 0.63% hits. AID 588492. protection from H2O2 cell death, % at 20 µM. H9c2 cardiomyocytes, H2O2 injury protection, ATPLite, 2 h;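 active means compounds giving at least 50% protection of heart cells from peroxide-induced death in the single-dose screen, raw or plate-pattern-corrected value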;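 further: 0% = DMSO wells with peroxide and 100% = DMSO wells without peroxide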
PDI turbidity: blocks human protein disulfide isomerase activity. 350,000 compounds, 0.052% hits. P07237. PDI insulin aggregation turbidity, A650, 90 min. inhibition, % at 10 µM;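 active means mean inhibition across replicates of 30% or more, whatever share of single replicates reach that level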;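 further: absorbance from insulin aggregation driven by PDI reduction with DTT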
Target sequence (P07237 whole entry, looked up): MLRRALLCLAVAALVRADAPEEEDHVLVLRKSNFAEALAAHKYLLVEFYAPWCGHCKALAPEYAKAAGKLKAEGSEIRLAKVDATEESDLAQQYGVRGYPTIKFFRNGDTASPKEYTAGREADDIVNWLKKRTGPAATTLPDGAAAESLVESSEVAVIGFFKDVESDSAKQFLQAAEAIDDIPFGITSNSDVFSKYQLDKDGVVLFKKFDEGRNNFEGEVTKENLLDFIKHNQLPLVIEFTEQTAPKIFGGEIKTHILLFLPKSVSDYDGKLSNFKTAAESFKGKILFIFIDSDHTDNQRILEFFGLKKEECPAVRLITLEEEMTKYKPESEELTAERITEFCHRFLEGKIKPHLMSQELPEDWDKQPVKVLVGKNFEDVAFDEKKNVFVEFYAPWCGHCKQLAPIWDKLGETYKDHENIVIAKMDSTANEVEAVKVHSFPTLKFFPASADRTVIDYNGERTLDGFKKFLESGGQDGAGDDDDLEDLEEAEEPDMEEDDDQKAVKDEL
aDG glyco up: alpha-DG glycosylation activation. Pro5-aDG cells, alpha-DG glycosylation AlphaScreen (IIH6); 0% Pro5, 100% B10-LARGE cell signal. activation, % at 10 µM. 360,000 compounds, 0.22% hits;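 active means activation of at least 8% versus controls, or a plate z-score of at least 8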;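 further: Pro5 are CHO cells carrying HIG-tagged alpha-DG that lacks glycosylation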
ABCB6 inh MLPCN: human ABCB6 transporter inhibition | AID 602162 | Q9NP58 | K562-ABCB6 porphyrin accumulation, flow cytometry, 1 h; active compounds read low | fluorescence ratio to DMSO, % at 10 µM | 360,000 compounds, 0.19% hits;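 active means fluorescence ratio to DMSO below 75%, the collection mean minus 3 SD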;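 further: signal is porphyrin accumulated inside mitochondria; 100% equals median channel fluorescence of DMSO control wells; lower ratio means ABCB6 inhibition with less porphyrin fluorescence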
iPSC survival up: hiPSC single-cell survival enhancement. ATPlite luminescence; 100% = ROCK inhibitor wells, 0% = DMSO. survival enhancement, % at 20 µM. 360,000 compounds, 0.044% hits. AID 602274; in the data active means survival enhancement above about 18%;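 further: cells exposed to compounds for 16 hours before the ATP read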
CaV13 FRET inh: Primary screen for inhibitors of IQ motif and Ca2+-dependent inactivation inhibitor domain binding in CACNA1D, Förster resonance energy transfer in living cells, …. HEK cells, CFP/YFP FRET ICDI-IQ, plate reader, 10 min; percent FRET-ratio fall versus neutral wells. inhibition, % at 12.3 µM. 340,000 compounds, 0.098% hits;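 active means mean replicate inhibition of at least 30% and at least 1% of replicates passing that level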;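 further: 0% = median of the neutral control wells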
Vif inh: inhibitors of HIV Vif; HEK293T cells, Vif self-association by quenched fluorescence, imaging, 24 h; inhibition, % at 7.49 µM; 340,000 compounds, 0.35% hits; AID 602346; in the data active means inhibition above about 50%, passing the limit was not always enough; further: some results filed as inactive read as strong as hits
* = called active by the depositor; . = not tested or not shown.

SMILES | Granule exo inh | Glyco luc inh | m5-HT2A agonist | Cardio protect | PDI turbidity | aDG glyco up | ABCB6 inh MLPCN | iPSC survival up | CaV13 FRET inh | Vif inh
Cc1ccc(S(=O)(=O)c2nc(-c3ccco3)oc2SC(C)C)cc1 | 23 | -2 | -2 | -12 | 0 | 0.2 | 83 | 0.0 | -3 | 20
CCOc1cc2[nH]c(=S)n(C3CC3)c(=O)c2cc1OCC | 0 | 6 | 2 | 1 | -2 | 0.2 | 98 | -0.5 | -6 | -8
O=C(Nc1cccc(S(=O)(=O)N2CCCC2)c1)c1cccc(OC(F)F)c1 | 12 | -3 | -5 | -1 | 0 | 0.9 | 99 | 0.6 | -6 | -7
CCCCN1CCc2c([nH]c3c(C)cccc23)C1=O | -3 | 0 | -5 | -3 | -8 | 3.2 | 96 | 0.6 | -5 | 1
COc1cccc2cc(C(=O)NCc3ccc(Cl)cc3)c(=N)oc12 | 10 | 18 | 0 | 11 | 1 | 0.0 | 97 | -0.3 | -9 | -2
Cc1nn(Cc2ccccc2)c(Cl)c1/C=C1\NC(=S)NC1=O | 0 | 0 | 0 | 5 | 3 | 0.1 | 96 | -0.2 | -2 | 20
O=C(/C=C/c1ccccc1F)c1ccoc1 | 1 | 15 | 0 | 1 | -7 | 0.2 | 107 | -0.1 | -5 | .
CCOC(=O)N1CCN(C(=O)/C(=C/c2ccc(Cl)cc2)NC(=O)c2ccccc2)CC1 | 2 | -4 | 4 | -5 | -3 | 0.4 | 85 | -0.8 | -9 | 0
O=C(c1ccc(CS(=O)(=O)c2cccc(C(F)(F)F)c2)o1)N1CCN(c2ccccn2)CC1 | 0 | -1 | 1 | 14 | 4 | -0.6 | 97 | -1.9 | -5 | -5
O=C(CNS(=O)(=O)c1c(Cl)cccc1Cl)OCC(=O)N1CCN(c2ccccc2)CC1 | 0 | 2 | 8 | -1 | -7 | 2.0 | 100 | 0.5 | -3 | 10
CCCCCC/C=C/c1ccc(OC)c([C@H]2[C@H]3C=CC[C@@H](C)[C@@H]3C(=O)N2Cc2ccccc2)c1 | 67* | -6 | 6 | -2 | 6 | 0.0 | 96 | -4.3 | -10 | -4
O=C(CCC(=O)Nc1ccccc1Cl)NNC(=O)NC1CCCCC1 | 1 | 2 | 7 | 0 | 6 | 1.0 | 101 | 0.0 | -6 | 1
CCn1c(Cc2ccccc2)nnc1SCC(=O)Nc1ccc(C)cc1 | -5 | -3 | 0 | 1 | 3 | 0.1 | 102 | 0.3 | -5 | -18
Cc1c(CCOC(=O)c2ccc(N3CCOCC3)c([N+](=O)[O-])c2)sc[n+]1CC#N | 4 | -2 | 3 | -4 | 2 | 0.0 | 96 | -0.1 | -3 | 0
N#Cc1ccc(CN2CCN(C(=O)CCNS(=O)(=O)c3ccc(F)c(Cl)c3)CC2)cc1 | 5 | -3 | 49* | -12 | -2 | 0.2 | 86 | -0.4 | -2 | -5
CCCNCc1cc(OC)c(OCC(=O)NCCc2ccccc2)cc1Br | 1 | -5 | -3 | 6 | -11 | 0.1 | 100 | 0.4 | -2 | 0
O=C(NCCN1CCOCC1)c1cn(-c2ccccc2)nc1-c1cccs1 | 1 | 1 | 2 | -3 | -6 | -0.2 | 96 | -3.1 | -5 | 2
c1cc(C2OCCO2)cs1 | -4 | 1 | 7 | -5 | 4 | 0.2 | 99 | 1.6 | -5 | -2
CCCNC(=O)c1cc(C2CCCCN2C(=O)CCc2ccccc2)on1 (stereo unspecified) | 0 | 1 | -1 | -3 | -5 | 0.1 | 101 | 0.8 | -6 | -6
Cc1cccc(C(=O)NC2CC3CCC(C2)N3C)c1 (stereo unspecified) | -16 | 2 | -6 | 5 | -2 | -0.1 | 102 | -0.5 | -1 | -7
COC(=O)C1CCN(S(=O)(=O)Cc2ccccc2Cl)CC1 | 6 | 3 | 4 | 4 | -6 | -0.1 | 100 | -0.7 | -2 | 9
Fc1ccccc1/C=C1\CCCC2=C1Nc1nnnn1C2c1ccccc1F (stereo unspecified) | 3 | 7 | 2 | -5 | -4 | 0.4 | 100 | -3.1 | -4 | -3
CCN(CC)S(=O)(=O)c1ccc(N2CCCCC2)c(NC(=O)C2=COCCO2)c1 | -6 | -1 | 8 | -2 | 1 | 0.2 | 96 | -0.2 | -7 | -15
CCC(C)(C)NC(=O)/C=C/c1cnc2ccccc2n1 | -1 | -5 | 0 | 0 | -5 | 0.2 | 94 | 0.2 | 5 | -10

Reprinted at random: 2 entries already listed, in no set order.
SMILES | Granule exo inh | Glyco luc inh | m5-HT2A agonist | Cardio protect | PDI turbidity | aDG glyco up | ABCB6 inh MLPCN | iPSC survival up | CaV13 FRET inh | Vif inh
CCCNC(=O)c1cc(C2CCCCN2C(=O)CCc2ccccc2)on1 (stereo unspecified) | 0 | 1 | -1 | -3 | -5 | 0.1 | 101 | 0.8 | -6 | -6
O=C(CNS(=O)(=O)c1c(Cl)cccc1Cl)OCC(=O)N1CCN(c2ccccc2)CC1 | 0 | 2 | 8 | -1 | -7 | 2.0 | 100 | 0.5 | -3 | 10

Remaining list, next part:
SMILES | Granule exo inh | Glyco luc inh | m5-HT2A agonist | Cardio protect | PDI turbidity | aDG glyco up | ABCB6 inh MLPCN | iPSC survival up | CaV13 FRET inh | Vif inh
CC(C)C[C@@H](CSc1ccc(Br)cc1)N1CCN(C)CCC1=O | -7 | -3 | -6 | -2 | -5 | 0.4 | 99 | -1.2 | -11 | 7
Nc1cc(=O)[nH]c(=S)n1-c1cccc(C(F)(F)F)c1 | 4 | 3 | 2 | -3 | -3 | 1.5 | 97 | 5.0 | -9 | -4
COC(=O)c1ccccc1NC(=O)C(C)c1ccc([N+](=O)[O-])cc1 (stereo unspecified) | -17 | -2 | -6 | 2 | -1 | 0.2 | 100 | -2.3 | -3 | -2
COc1ccc(Nc2nc(Nc3ccc(OC)cc3)nc(-n3[nH]c(=O)c(C)c3C)n2)cc1 | -6 | -1 | 3 | 92* | 4 | -0.5 | 97 | 0.1 | -7 | 56*
Cc1cc(NC(=O)Cc2cn3ccsc3n2)n(-c2ccccc2)n1 | -1 | 0 | 3 | 8 | -9 | 1.0 | 94 | -2.4 | . | 0
Cc1ccc(C)c(NC(=O)CSc2nc(=O)n(CCN3CCOCC3)c3c2CCCC3)c1 | -1 | 1 | -6 | -2 | -3 | 0.2 | 98 | -0.3 | . | 2
CCc1ccc(-n2c(SCc3cc(=O)n4cc(Br)ccc4n3)nc3[nH]ncc3c2=O)cc1 | 9 | -5 | 1 | 24 | 13 | -0.4 | 84 | 0.4 | -3 | -16
COc1ccc(CNC(=O)C(c2cccc(C)c2)N(C(=O)c2csnn2)C2CC2)cc1 (stereo unspecified) | 11 | -2 | 2 | 12 | -12 | -0.1 | 97 | -0.1 | -2 | -1
CNC(C)C(=O)NC(C(=O)N1CCCC1C(=O)Nc1ccc2ncccc2c1)C(C)C (stereo unspecified) | 2 | 8 | 6 | -3 | -4 | -0.1 | 97 | 1.9 | -10 | 7
C=CCN(C(=O)CNC(=O)c1ccco1)C(C(=O)NC1CCCCC1)c1ccccc1F (stereo unspecified) | 2 | 2 | 5 | 18 | -6 | 0.4 | 110 | -0.3 | -5 | 1
COC(=O)C[N+](C)(C)C/C=C\c1ccccc1 | 5 | 0 | -3 | 3 | 7 | -0.2 | 99 | 1.8 | 8 | 7
CC(=O)c1cc(-c2ccccc2)n(CC(=O)N2CCC(C)CC2)c1C | 0 | 1 | 10 | 1 | 0 | -0.1 | 92 | -0.2 | -5 | -4
COC(=O)c1ccccc1NC(=O)CNc1cc(Cl)ccc1N1CCOCC1 | 4 | 2 | 9 | 26 | -5 | 0.4 | 113 | 6.2 | -3 | -1
COc1ccc(C(=O)c2ccc(N3CCOCC3)c([N+](=O)[O-])c2)cc1 | 12 | -5 | 1 | -1 | -2 | 0.1 | 104 | 2.7 | -5 | 1
Cc1ccc([C@H]2C[C@H](O)[C@@H](n3cc(COC(=O)c4ccccc4)nn3)CN2Cc2cccs2)cc1 | 6 | -3 | -1 | -6 | 16 | -0.2 | 96 | 0.3 | -6 | 3
COc1cc(/C=N/N2C(=O)c3ccccc3C2=O)ccc1O | 0 | 1 | 3 | -6 | -2 | -0.2 | 102 | 1.6 | -7 | 0
CCCCN(CCCC)Cc1cc(=O)oc2cc(C)cc(C)c12 | -1 | -3 | 6 | -7 | . | -0.3 | 96 | 6.5 | -10 | -6
O=c1c2[nH]c3ccc(Br)cc3c2ncn1CCCn1ccnc1 | 3 | 2 | -1 | 10 | -6 | 0.1 | 104 | 0.4 | -5 | 10
Cc1cc(C(=O)O)ccc1NCc1ccncc1 | 0 | 1 | -4 | 5 | -1 | 0.1 | 94 | 0.4 | -11 | -7
COc1cc(OC)cc(C(=O)N[C@H](C(=O)NNC(=O)c2ccc(Br)cc2)C(C)C)c1 | 0 | 3 | 0 | -5 | 2 | 0.4 | 91 | 6.2 | -5 | 1
N#CC(C(=O)O)=C1CCCC1 | -2 | -1 | 13 | -3 | -4 | -0.1 | 102 | 1.1 | 1 | 5
NC(=O)Cn1cnc2c(nnn2-c2cccc(Cl)c2)c1=O | 6 | 0 | -2 | 3 | -3 | 0.0 | 103 | -0.3 | -20 | 10
CCN(C(=O)COC(=O)CNC(=O)c1ccc2ccccc2c1)C1CCS(=O)(=O)C1 (stereo unspecified) | -12 | 1 | -2 | -3 | -1 | 0.0 | 102 | -0.9 | 6 | 0
COc1ccc(/C=C(/NC(=O)c2ccccc2Cl)C(=O)O)cc1 | 3 | 0 | 0 | 4 | 5 | 0.0 | 92 | -0.9 | -5 | -7
Cc1ccc(C2(C)NC(=O)N(CC(=O)Nc3c(C)n(C)n(-c4ccccc4)c3=O)C2=O)cc1 (stereo unspecified) | 0 | 2 | 3 | 2 | 15 | 0.3 | 105 | 3.7 | -5 | 2
COc1ccc(CCC(=O)Nc2cc([N+](=O)[O-])ccc2OC)cc1 | -3 | 1 | -1 | -2 | -2 | -0.1 | 93 | 0.0 | -4 | .
O=C(NCCc1ccccc1)C1CCC(CNS(=O)(=O)c2cccc3cccnc23)CC1 (stereo unspecified) | 12 | -2 | -1 | -6 | -4 | -0.2 | 98 | 1.5 | 3 | -3
COCCNC(=O)C1CCCN(c2nn3c(=O)cc(C)nc3s2)C1 (stereo unspecified) | -2 | 0 | 0 | 5 | 6 | -0.1 | 97 | 9.1 | -5 | -6
COCCN(C(=O)c1ccccc1F)c1nnc(-c2ccc(OC)cc2)s1 | -2 | -4 | -8 | 2 | 5 | 0.4 | 98 | -0.5 | -2 | -1
COc1ccc(C2=NN(C(=S)Nc3ccccc3)C(c3ccccc3)C2)cc1 (stereo unspecified) | 9 | -7 | 0 | -5 | 1 | -0.3 | 102 | -0.7 | -4 | .
O=S(=O)(NCc1ccc2c(c1)OCO2)c1ccc(F)cc1 | -9 | 2 | 3 | 6 | 6 | -0.1 | 96 | 2.4 | 5 | -7
O=C(CSc1nc2ccccc2c(=O)n1Cc1ccco1)N1CCN(c2ccccc2)CC1 | -1 | 0 | 3 | 7 | 0 | 0.0 | 99 | -0.1 | -5 | -2
COc1cc(C(=O)Oc2ccccc2OC(=O)c2cc(OC)c(OC)c(OC)c2)cc(OC)c1OC | 3 | -1 | 3 | -2 | 0 | 0.1 | 100 | -0.5 | -7 | 20
Cc1c(NC(=O)COC(=O)c2ccc(O)cc2)c(=O)n(-c2ccccc2)n1C | 4 | 0 | -4 | 2 | 6 | 0.1 | 92 | -0.5 | -4 | 1
S=c1[nH]nc(-c2ccc(Cl)cc2)n1CCCN1CCOCC1 | 3 | 1 | 0 | 8 | 15 | -0.2 | 105 | 3.8 | 4 | 10

High-throughput results from PubChem.
